M4 ag: CHRM4 agonism in calcium assay. P08173. CHO-K1 hM4/Gqi5, Fluo-8 calcium fluorescence; vehicle 0%, full acetylcholine response 100%. activation, % at 3 µM. 360,000 compounds, 0.14% hits;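 active means activation above the run mean over all test wells plus 3 SD, cut at about 32% in these data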;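 further: peak over basal fluorescence ratio per well then scaled between controls; 0% = DMSO wells and 100% = acetylcholine at EC100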
Target sequence (P08173 whole entry, looked up): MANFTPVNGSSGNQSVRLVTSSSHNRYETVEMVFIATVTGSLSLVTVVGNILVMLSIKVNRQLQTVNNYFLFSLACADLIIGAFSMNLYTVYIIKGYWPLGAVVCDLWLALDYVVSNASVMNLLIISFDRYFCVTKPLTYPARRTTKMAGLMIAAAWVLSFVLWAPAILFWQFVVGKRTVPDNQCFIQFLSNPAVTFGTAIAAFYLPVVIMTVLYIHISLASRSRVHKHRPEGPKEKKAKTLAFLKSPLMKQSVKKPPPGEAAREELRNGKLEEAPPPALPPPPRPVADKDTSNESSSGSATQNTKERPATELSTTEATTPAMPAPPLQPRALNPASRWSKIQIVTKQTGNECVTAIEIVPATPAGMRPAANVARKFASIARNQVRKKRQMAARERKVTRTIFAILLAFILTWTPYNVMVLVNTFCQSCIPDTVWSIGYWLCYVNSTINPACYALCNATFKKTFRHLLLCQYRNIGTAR
CHRM5 antagonist: blocks acetylcholine activation of human M5 receptor. P08912. CHO-hM5 cells, Fluo-8 calcium fluorescence, ACh EC80. inhibition, % at 3 µM. 360,000 compounds, 0.59% hits;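 active means inhibition above a per-plate cutoff, the mean of that plate's test compounds plus 3 SD, cut at about 27% in these data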;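 further: 0% = acetylcholine EC80 with DMSO and 100% = DMSO without agonist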
CHRM5 agonist: agonists of human muscarinic M5 receptor (CHRM5); CHO-K1 hM5 cells, Fluo-8 calcium fluorescence; 0% DMSO wells, 100% maximal acetylcholine response; activation, % at 3 µM; 360,000 compounds, 0.19% hits;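 active means activation above the run's mean over test compounds plus 3 SD, cut at about 23% in these data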;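 further: signal is peak over basal fluorescence ratio across the kinetic read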
CHRM5 PAM: positive allosteric modulators of human muscarinic M5 receptor; P08912; 360,000 compounds, 0.3% hits; activation, % at 3 µM; CHO-K1 hM5, Fluo-8 calcium, ACh EC20 PAM; 0% = ACh EC20, 100% = ACh EC100; AID 624038;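 active means activation above the run cutoff, the mean activation of all test compounds plus 3 SD, cut at about 18% in these data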
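Test system: CHO-K1 hM5 cells / Doses: single-point, 3 µM nominal / Times: Post-acetylcholine fluorescence recording 140 s / Technique: Fluo-8 calcium fluorescence / Measure: Max/basal fluorescence ratio as % of EC20–EC100 ACh window / Benchmarks: low control EC20 acetylcholine (0%), high control EC100 acetylcholine (100%) / Replicates: one well per compound, no replicates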
CHRM1 PAM: potentiates human M1 receptor response to acetylcholine; P11229; CHO-K1 hM1, Fluo-8 calcium fluorescence, ACh EC20; 0% = ACh EC20, 100% = maximal ACh; activation, % at 3 µM; 360,000 compounds, 0.088% hits; in the data active means activation above about 19%, passing the limit was not always enough
Target sequence (P11229 whole entry, looked up): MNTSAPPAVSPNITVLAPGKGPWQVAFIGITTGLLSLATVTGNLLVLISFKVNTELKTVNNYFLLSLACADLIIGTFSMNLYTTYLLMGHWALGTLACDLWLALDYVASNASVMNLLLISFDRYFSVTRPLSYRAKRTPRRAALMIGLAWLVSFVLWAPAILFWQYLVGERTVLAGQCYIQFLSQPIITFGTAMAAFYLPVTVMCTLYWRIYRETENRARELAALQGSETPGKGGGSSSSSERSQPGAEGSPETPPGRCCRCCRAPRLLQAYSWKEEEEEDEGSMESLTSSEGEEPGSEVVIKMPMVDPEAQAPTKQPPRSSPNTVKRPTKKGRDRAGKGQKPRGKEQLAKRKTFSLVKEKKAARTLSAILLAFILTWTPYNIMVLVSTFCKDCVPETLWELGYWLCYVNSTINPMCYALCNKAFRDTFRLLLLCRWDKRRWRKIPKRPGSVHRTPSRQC
CHRM1 antagonist: human CHRM1 antagonism. P11229. CHO-K1 hM1, Fluo-8 calcium fluorescence, ACh EC80 antagonist. inhibition, % at 3 µM. 360,000 compounds, 1.3% hits. AID 588852;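 active means percent inhibition above its own plate's cutoff, namely the mean of that plate's compound wells plus 3 SD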;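 further: peak over basal fluorescence ratio during 140 s after agonist addition; 0% = ACh EC80 plus DMSO and 100% = DMSO alone without agonist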
CHRM4 PAM: positive allosteric modulators of human muscarinic M4 receptor | P08173 | AID 624126 | 360,000 compounds, 0.4% hits | CHO-K1 hM4/Gqi5, Fluo-8 calcium fluorescence, ACh EC20; 0% = ACh EC20, 100% = maximal ACh | activation, % at 3 µM;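 active means activation above its plate's cutoff, the mean activation of sample wells plus 3 SD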; further: some results filed as inactive read as strong as hits
CRFR2-BP ag: agonists of human CRF-binding protein/CRF-R2 receptor complex; HEK293 CRF-R2/CRF-BP, calcium dye fluorescence (FLIPR); percent of saturating CRF peptide response; activation, % at 13.2 µM; 350,000 compounds, 0.46% hits; AID 588473;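 active means activation of at least 50%, plus an integration ratio under a set limit after plate pattern correction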;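 further: plate controls were neutral control wells without compound for no effect and CRF at EC100 for full effect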
CHRM4 antagonist: antagonists of human muscarinic M4 receptor (CHRM4) | inhibition, % at 3 µM | AID 624125 | CHO-hM4 cells, ACh EC80, Fluo-8 calcium fluorescence | P08173 | 360,000 compounds, 0.73% hits;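 active means inhibition above its plate's cutoff, the mean inhibition of sample wells plus 3 SD, cut at about 27% in these data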;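 further: 0% = acetylcholine EC80 with DMSO and 100% = DMSO without agonist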
The depositor's hits bear a star; . = not tested or not shown. Hits appear at their usual frequency; about 2.8% have a hit in one of these screens.

The first 3 compounds, to show the layout:
SMILES | M4 ag | CHRM5 antagonist | CHRM5 agonist | CHRM5 PAM | CHRM1 PAM | CHRM1 antagonist | CHRM4 PAM | CRFR2-BP ag | CHRM4 antagonist
CCCn1c(C)cc(C(=O)COc2ccc(-c3nnco3)cc2)c1C | 5 | 8 | -2 | 4 | 9 | -11 | -4 | 0.0 | -7
COc1ccccc1NC(=O)CN1CCN(C(=O)C2CCCO2)CC1 (stereo unspecified) | 1 | -3 | -1 | 3 | 7 | -5 | 3 | -1.8 | -5
CC1CN(C(=O)CCC(=O)NCc2cccnc2)c2ccccc2O1 (stereo unspecified) | 2 | 3 | 1 | -6 | -7 | 0 | -2 | 1.1 | -8

The list itself, repeating the preview:
SMILES | M4 ag | CHRM5 antagonist | CHRM5 agonist | CHRM5 PAM | CHRM1 PAM | CHRM1 antagonist | CHRM4 PAM | CRFR2-BP ag | CHRM4 antagonist
CCCn1c(C)cc(C(=O)COc2ccc(-c3nnco3)cc2)c1C | 5 | 8 | -2 | 4 | 9 | -11 | -4 | 0.0 | -7
COc1ccccc1NC(=O)CN1CCN(C(=O)C2CCCO2)CC1 (stereo unspecified) | 1 | -3 | -1 | 3 | 7 | -5 | 3 | -1.8 | -5
CC1CN(C(=O)CCC(=O)NCc2cccnc2)c2ccccc2O1 (stereo unspecified) | 2 | 3 | 1 | -6 | -7 | 0 | -2 | 1.1 | -8
O=C(C1CC1)N1CCN(c2nc3ccccc3s2)CC1 | 5 | 1 | 4 | -3 | -4 | 4 | -2 | -0.7 | 0
O=c1[nH]c(NC2CCCCC2)nnc1Cc1ccccc1 | 0 | -1 | -4 | 3 | 13 | -15 | 3 | -1.6 | -14
CCN(C(=O)c1cn(C)c(=O)c2cc(OC)c(OC)cc12)c1cc(OC)ccc1OC | 2 | -10 | -3 | 9 | -3 | -15 | 13 | 1.2 | -21
N#C/C(=C\c1ccc(N2CCOCC2)o1)C(=O)NC1CCCCC1 | 10 | 20 | 20 | -12 | -3 | 4 | -6 | 96* | 5
O=C(N/N=C/c1cccc(Oc2ccccc2)c1)c1cc[n+]([O-])cc1 | 3 | -11 | 3 | 6 | 7 | -4 | -1 | -1.0 | -2
COc1ccc(OCCOC(=O)CCS(=O)(=O)c2ccc(C)cc2)cc1 | 4 | 2 | 2 | 0 | 8 | -11 | 4 | -0.6 | 3
O=c1nc(-c2ccccc2)c2cc(Br)ccc2[nH]1 | 0 | 7 | -1 | 5 | 15 | -7 | -1 | -0.2 | -3
O=C(CN(CC1CCCO1)C(=O)CNS(=O)(=O)c1ccc(F)cc1)NCc1ccco1 (stereo unspecified) | 0 | 13 | -3 | -3 | 10 | 2 | -4 | -0.4 | -1
COc1ccc(C(=O)c2c(-c3ccc(OC)cc3)oc3ccc(-c4ccc(OC)nc4)cc23)cc1 | 0 | -4 | 0 | -4 | 0 | 5 | 7 | 2.0 | -14
O=C(NC1CCC(O)CC1)c1ccc(NS(=O)(=O)c2cccc([N+](=O)[O-])c2)cc1 (stereo unspecified) | 1 | 0 | 2 | 10 | 4 | -1 | 2 | -0.7 | -7
CC1CCCCC1NC(=O)/C(C#N)=C/c1ccccc1F (stereo unspecified) | 0 | 14 | 0 | 9 | 10 | 0 | -1 | -2.0 | -4
COc1ccc(C=O)cc1COc1ccc(C)cc1[N+](=O)[O-] | 1 | 3 | -8 | 0 | -1 | -1 | -4 | 0.1 | 9
Cc1ccc2cc(NC(=O)c3cccc(F)c3)ccc2n1 | 1 | -8 | 7 | 4 | 5 | -6 | -2 | 1.6 | -9
CCC(CC)C(=O)Nc1cccc(S(=O)(=O)c2cccc(NC(=O)C(CC)CC)c2)c1 | 0 | -8 | 0 | -1 | 1 | 3 | 14 | 0.3 | -7
COCCNC(=S)NCCc1ccc(Cl)cc1Cl | 1 | -4 | -1 | -1 | 0 | -1 | -3 | -2.7 | 5
O=C(COc1ccccc1)N1CCN(S(=O)(=O)Cc2ccccc2)CC1 | 2 | 3 | 4 | -9 | -10 | 5 | -5 | 1.4 | 0
Cc1nc(-c2ccc(F)cc2)c(CC(=O)N(C)CC(=O)Nc2ccc(Cl)c(C(F)(F)F)c2)s1 | 7 | 19 | 10 | -3 | -4 | 8 | -2 | 4.9 | 12
CC1(c2nnc(Cc3ccccc3)o2)CC(c2ccc(F)cc2)=NO1 (stereo unspecified) | 3 | 12 | 0 | -5 | 5 | 3 | 10 | -2.7 | -4
Fc1ccc(Nc2ncnc3sccc23)cc1 | 6 | 6 | 0 | -1 | 7 | -8 | 2 | -0.6 | -18
Cc1ccc(CNC(=O)CS(=O)Cc2nc(-c3cccs3)oc2C)cc1 (stereo unspecified) | 1 | 5 | 3 | 3 | 12 | -15 | 4 | 0.1 | 0
O=C(O)c1ccccc1C(=O)Nc1n[nH]c(=S)s1 | 0 | -5 | -1 | 3 | 8 | -9 | 3 | -1.4 | 1
COc1ccc(NC(=S)NCc2ccc(Cl)cc2)c(OC)c1 | 1 | 20 | -5 | -10 | 3 | -7 | -4 | -1.7 | 4
O=C(c1ccc(-c2nnc(Nc3cccc(Cl)c3)c3ccccc23)cc1)N1C[C@H]2C[C@H](C1)c1cccc(=O)n1C2 | 0 | -2 | -7 | 0 | 4 | -28 | 5 | 0.5 | -3
COc1ccc(C(=O)Nc2nncs2)c(OC)c1 | 2 | -4 | 0 | -2 | 4 | -9 | 0 | -2.7 | 0
Cc1ccc(C(=O)NC2CCCCNC2=O)cc1 (stereo unspecified) | 1 | 5 | -2 | 7 | 7 | -16 | 4 | 1.2 | -13
CCN1CCN(c2ccc(S(=O)(=O)N3CCCCC3)cc2N)CC1 | 0 | 7 | -3 | -1 | 4 | -8 | 0 | 0.4 | -4
CC(C)Sc1nnc([C@@H]2CCCN2C(=O)OC(C)(C)C)o1 | 1 | 2 | -2 | -2 | 0 | -19 | -1 | 0.0 | -9
O=C1CC(N2CCN(S(=O)(=O)c3ccc(Cl)cc3)CC2)C(=O)N1CCc1ccccc1 (stereo unspecified) | 2 | -2 | -1 | -2 | -1 | 1 | -7 | -0.8 | 0
Nc1ccccc1NC1=CC(=O)CC(c2ccco2)C1 (stereo unspecified) | 4 | -1 | 1 | 2 | 2 | 4 | 1 | 1.0 | 10
CCOC(=O)CC(NC(=O)c1ccccc1)c1ccc(OC)cc1 (stereo unspecified) | 1 | 10 | -1 | 0 | 17 | -21 | -3 | -1.0 | 3
COCc1cc(C)nc(OC)c1C(N)=O | 1 | 6 | 1 | 5 | 4 | -1 | 4 | -1.1 | -3
CSCC[C@H](NC(=O)N1CCn2c1nc1ccccc12)C(=O)NCC1CCCO1 (stereo partly specified) | 1 | -2 | -4 | 4 | -1 | 7 | -2 | -3.7 | 1
Cc1ccc(NC(=O)CN(C)C(=O)COC(=O)COc2ccc(C#N)cc2)cc1 | 2 | 1 | 0 | 4 | 11 | -11 | 13 | -2.3 | 1
N/C(Cc1ccc([N+](=O)[O-])cc1)=N\OC(=O)c1ccc([N+](=O)[O-])cc1 | 1 | 5 | 1 | -6 | 3 | 1 | 11 | -0.4 | -3
COc1cccc(NC(=O)CCC2CCN(C(=O)Cc3cccc(F)c3)CC2)c1 | 3 | 16 | -3 | 2 | -4 | 5 | -4 | -0.2 | -4
COc1ccc(Cl)cc1NC(=S)NCCc1ccc(S(N)(=O)=O)cc1 | 2 | 16 | -4 | -9 | 11 | -8 | 0 | 0.9 | 11
Cc1ccsc1C(=O)OC(C)C(=O)NC1CCCCC1C (stereo unspecified) | 0 | -6 | 0 | 3 | 10 | -7 | 11 | -1.4 | -10
O=C(Nc1cc2c3c(c1)CC(=O)N3CCC2)c1ccccc1C(F)(F)F | 3 | 3 | 0 | -1 | 6 | -4 | 1 | -1.5 | -7
CCC(CC)C(=O)Nc1ccc(S(=O)(=O)Nc2nccs2)cc1 | 0 | 2 | 0 | 0 | 0 | 7 | 5 | -2.9 | -1
COc1ccc(N(CC(=O)NCCC2=CCCCC2)S(C)(=O)=O)cc1OC | 2 | -8 | -1 | 5 | 2 | -1 | 8 | 5.3 | 2
O=Cc1ccc(N2CCCC2)c([N+](=O)[O-])c1 | 1 | -9 | -3 | -4 | 12 | -7 | -2 | -1.8 | 0
O=C(NCC1CC1)Nc1cccc(Cl)c1 | 12 | 15 | -1 | -8 | -9 | 10 | -8 | -2.4 | 4
O=C1c2ccccc2C(=O)N1CCc1ccccn1 | 0 | 1 | 0 | -6 | -3 | 7 | -9 | -1.2 | 9
CC(NC(=O)CN(C)Cc1nc2ccccc2c(=O)[nH]1)c1ccccc1 (stereo unspecified) | 1 | -2 | 0 | 8 | 5 | -5 | 10 | -2.9 | -3
O=C(N/N=C/C(Cl)=C\c1ccccc1)c1cnccn1 | 3 | -4 | 1 | 0 | -3 | -9 | 11 | 1.9 | -6
CC(C)(C)n1nnnc1C(c1ccccc1)N1CCN(c2ncccn2)CC1 (stereo unspecified) | 0 | -7 | 1 | 2 | . | . | 2 | . | -1
COc1ccc(S(=O)(=O)N2CCN(C(=O)c3oc4ccccc4c3C)CC2)cc1 | 10 | 16 | -4 | -7 | 5 | -10 | -7 | 1.0 | 3
CCCn1nnc(NC(=O)c2cc(Br)cc(Br)c2OC)n1 | -1 | -3 | -5 | -2 | 8 | -9 | -1 | -2.5 | 2
CCCn1c(N2CCN(CC(=O)c3c(C)n(C)c4ccccc34)CC2)nc2c1c(=O)[nH]c(=O)n2C | 2 | -9 | -6 | 6 | 0 | -1 | 8 | -1.1 | 5
CC(C)c1ccc(C(=O)OCC(=O)Nc2cccc(S(=O)(=O)NC3=NCCC3)c2)cc1 | 4 | -2 | -2 | -2 | 2 | -15 | 11 | 2.1 | -5
Cc1cc(C(=O)COC(=O)c2ccc(CO)cc2)c(C)n1CC1COc2ccccc2O1 (stereo unspecified) | 16 | 9 | 1 | -11 | -9 | 12 | -14 | 0.9 | 12
c1ccc(OCc2nc3ccccc3s2)cc1 | -1 | -2 | 0 | 1 | 6 | -7 | 6 | -1.7 | 4
Cc1cccc(C)c1NC(=O)C1(C)CN(S(C)(=O)=O)CC(=O)N1CCCn1ccnc1 (stereo unspecified) | 1 | -12 | -2 | 10 | . | . | 0 | . | -6
Cc1ccc(S(=O)(=O)NNC(=O)Nc2ccccc2F)c(C)c1 | 1 | 9 | -6 | -1 | 4 | -4 | 2 | -0.4 | -1
O=C(COC(=O)c1ccc(O)cc1)NCCCc1ccccc1 | 1 | 4 | 1 | -4 | 2 | 2 | 2 | -5.2 | -1
CCC(C(=O)Nc1ccsc1C(=O)OC)c1ccccc1 (stereo unspecified) | -2 | -4 | -7 | 0 | 9 | -9 | 0 | -2.9 | -5
CC(C)CN(C(=O)C1CCCC1)C1CCS(=O)(=O)C1 (stereo unspecified) | 0 | 11 | 0 | 0 | 16 | -3 | 4 | 1.4 | -3
CCCCN(C(=O)C(C)Oc1cccc(Cl)c1)c1c(N)n(CCC)c(=O)[nH]c1=O (stereo unspecified) | 0 | 5 | -4 | 0 | 7 | -11 | 3 | -1.4 | -3

High-throughput results deposited in PubChem BioAssay by several laboratories.
